Compound activity as filed in PubChem BioAssay.
uPA generation: qHTS for Inhibitors of Cell Surface uPA Generation. cell surface uPA generation assay, qHTS. Potency, µM (highest dose often 38.3 µM), for inactives: at the top dose activity change, negative = inhibition, most hits filed as inhibitors. 0.31% of 330,000 active. AID 540303, 2011; active = well fitted inhibition curve with a large enough effect; inconclusive = small, poorly fitted or top-dose-only effect; inactive = no such curve, though single readings can be large or run the other way; tested in mouse RAW 264.7 cells; also: potency is read from the fitted curve at half-maximal effect; nearly all actives have a fitted effect of over 55% in size
Eya2 phos inh: qHTS Assay for Inhibitors of the Phosphatase Activity of Eya2. recombinant Eya2, OMFP fluorescence dephosphorylation (OMFP is methylfluorescein phosphate). 0.006% of 330,000 active. Potency, µM (titrated, usually from 76.9 µM), inactives show at the highest dose activity, negative = inhibition, most hits filed as inhibitors. Protein phosphatase EYA2 (Homo sapiens), O00167; also: potency is read from the fitted curve at half-maximal effect
Target sequence (O00167 whole entry, looked up): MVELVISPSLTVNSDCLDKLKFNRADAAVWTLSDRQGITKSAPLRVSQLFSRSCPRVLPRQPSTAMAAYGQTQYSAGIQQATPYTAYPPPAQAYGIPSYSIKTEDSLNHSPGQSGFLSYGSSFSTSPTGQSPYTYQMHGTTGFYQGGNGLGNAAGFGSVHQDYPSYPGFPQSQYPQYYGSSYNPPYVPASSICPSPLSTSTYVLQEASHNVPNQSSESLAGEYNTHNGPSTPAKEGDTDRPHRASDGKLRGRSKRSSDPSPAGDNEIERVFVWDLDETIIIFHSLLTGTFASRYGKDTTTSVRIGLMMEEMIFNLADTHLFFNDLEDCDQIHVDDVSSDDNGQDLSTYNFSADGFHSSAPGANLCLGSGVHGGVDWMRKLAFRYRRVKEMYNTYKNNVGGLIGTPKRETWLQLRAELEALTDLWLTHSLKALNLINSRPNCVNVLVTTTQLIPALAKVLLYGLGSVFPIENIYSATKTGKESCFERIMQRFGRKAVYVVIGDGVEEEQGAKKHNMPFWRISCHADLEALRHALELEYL
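Eya2 protein (added as 0.2 uM solution) was preincubated with compound for 10 min at ambient temperature in 50 mM HEPES pH 7.5, 50 mM NaCl, 5 uM MgCl2, 0.05% BSA, 1 mM DTT. OMFP (added at 50 uM) then reacted 10 min; fluorescence read at 485/525 nm.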
KCNH2 WT inh: qHTS for Inhibitors of KCHN2 3.1: Wildtype qHTS; Voltage-gated inwardly rectifying potassium channel KCNH2 (Homo sapiens), Q12809; U2OS, BacMam KCNH2, thallium flux FluxOr; hits give low values; activity change, % at 1.84 µM; 0.37% of 340,000 active;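 active = maximum activity change below -70%; inconclusive = maximum activity change between -70% and -50%; inactive = maximum activity change above -50%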
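U2OS cells were transduced with wild-type KCNH2 virus (2.03 x 10^8 / mL) for 4 h at room temperature, then cultured overnight at 37 C. Thallium flux was read with FluxOr dye. Rate constants were normalized to DMSO controls.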
FBPA coupling cs: qHTS Assay for Inhibitors of Fructose-1,6-bisphosphate Aldolase from Giardia Lamblia: Coupling assay counterscreen; coupling enzyme system counterscreen, AmpLite Red fluorescence; activity change, negative = inhibition, % at 58.2 µM, hits read low; 0.67% of 290,000 active; in the data active = activity change below about -30%
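Fluorescence at 525 nm excitation and 598 nm emission measured inhibition of the coupled detection system without aldolase. Compounds (at 57.5 uM final) were preincubated 10 min at room temperature with coupling enzyme reagent before a 20 min substrate/AmpLite Red step.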
PKM2 activator: qHTS Assay for Activators of Human Muscle isoform 2 Pyruvate Kinase; purified PKM2, Kinase-Glo ATP luminescence, activation; response scale: 0% is enzyme alone, no compound; Potency, µM (doses to about 57.5 µM), without a hit: top-dose activation, actives largely listed as activators; 0.34% of 260,000 active; AID 1631, 2009; also: potency is read from the fitted curve at half-maximal effect; nearly all actives have a fitted effect of over 55% in size
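hPK-M2, >95% pure; 0.1 mM ADP / 0.5 mM PEP final; imidazole pH7.2 buffer w/ 7 mM MgCl2, 50 mM KCl; 1 h RT; Kinase-Glo lum. Intermediate enzyme activity for dual inhibitor/activator qHTS.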
BCR signal inh: qHTS Assay to Find Inhibitors of Chronic Active B-Cell Receptor Signaling | ABC-DLBCL IkBa-CBG/CBR reporter, luminescence ratio, 4 h | Potency, µM (series often up to 46.1 µM), for inactives: top-dose ratio change, negative = lower green/red ratio, hits mostly inhibitors | 0.05% of 340,000 active; active = well fitted inhibition curve with a large enough effect in the signal ratio, with a control signal flat, not every such curve was filed as active; inconclusive = small, poorly fitted or top-dose-only effect, or effect the other way, or a change in a side signal; the % refers to the signal ratio;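 also: potency is read from the fitted curve at half-maximal effect; plate controls were basal doxycycline-induced cells for no effect and cells given 10 µM MG132 for full effect; MG132 reads +100%, hits lower the ratio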
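TMD8 human ABC-DLBCL cells with doxycycline-inducible IκBα–green luciferase fusion and unfused red luciferase, in 0.5% FBS medium; compounds up to 46 uM, 4 h at 37C. Green/red luminescence ratio, filter-overlap corrected, fitted to concentration-response curves.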
B2AR arrestin: qHTS assay of beta-arrestin-biased ligands of beta2-adrenergic receptor | beta-arrestin recruitment to beta2AR, cell-based reporter | AID 492947, 2010 | 0.02% of 330,000 active | Potency, µM (doses to about 46.1 µM), for the others: at the top dose activation, actives largely listed as activators;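 also: potency is read from the fitted curve at half-maximal effect; 0% = DMSO controls and full agonism = EC100 isoproterenol or metaproterenol; nearly all actives have a fitted effect of over 65% in size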
KCNH2 3.1 block: qHTS for Inhibitors of KCHN2 3.1: Mutant qHTS | Potassium voltage-gated channel subfamily H member 2, brain isoform KCNH2 3.1 (human) | U2OS KCNH2 3.1, thallium flux FluxOr; hits give low values | activity change, % (tested at about 1.8 µM) | 0.95% of 340,000 active;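 active = maximum activity change below -70%; inconclusive = maximum activity change from -70% to -50%; inactive = maximum activity change above -50%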;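 also: thallium influx rate constant from kinetic fluorescence after stimulation buffer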
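U2OS cells transduced with KCNH2 3.1 mutant virus (1.77 x 10^8 /mL, 4 h), plated overnight at 37 C, loaded 45 min with FluxOr dye plus Red40 quencher. Thallium flux rate constant from kinetic reads after stimulation buffer, normalised to controls.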
USP2a block: qHTS Assay for Inhibitors of Ubiquitin-specific Protease USP2a Using CHOP2 as the Reporter. USP2 core, Ub-CHOP2 coupled fluorogenic reporter, 485/531. Potency, µM (top dose mostly 38.3 µM), without a hit: top-dose activity change, negative = inhibition, most hits filed as inhibitors. 0.01% of 330,000 active. AID 463254, 2010;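 also: potency is read from the fitted curve at half-maximal effect; plate controls were DMSO wells for no effect and full inhibition by NEM control for full effect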
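Deubiquitinase activity read as fluorescence (485/531 nm) after Ub-CHOP2 cleavage activates the enterokinase reporter on its substrate; USP2 core 10nM, Ub-CHOP2 and substrate 25nM each, 30min compound preincubation then 60min RT; data normalized to NEM, curves fitted.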
Giardia kill: Small Molecules that selectively kill Giardia lamblia: qHTS. activity change, % at 7.66 µM, hits read low. 0.15% of 340,000 active. Giardia lamblia trophozoite viability; in the data active = activity change below about -80%; inconclusive = between about -30% and that limit;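 also: parasites exposed to compound for two days anaerobically before the ATP read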
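Luminescence from cellular ATP indicates surviving trophozoites (100 cells/well) following 48 hrs anaerobic compound treatment at 37 deg C; signal develops 15-30 min at room temperature.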
GALK inhibitor: qHTS Assay for Inhibitors of Human Galactokinase (GALK); P51570; Purified GALK, Kinase-Glo residual ATP luminescence; Potency, µM (top dose mostly 57.5 µM), for the others: top-dose activity change, negative = inhibition, actives largely listed as inhibitors; 0.007% of 270,000 active; AID 1868, 2009; also: potency is read from the fitted curve at half-maximal effect
Target sequence (P51570 whole entry, looked up): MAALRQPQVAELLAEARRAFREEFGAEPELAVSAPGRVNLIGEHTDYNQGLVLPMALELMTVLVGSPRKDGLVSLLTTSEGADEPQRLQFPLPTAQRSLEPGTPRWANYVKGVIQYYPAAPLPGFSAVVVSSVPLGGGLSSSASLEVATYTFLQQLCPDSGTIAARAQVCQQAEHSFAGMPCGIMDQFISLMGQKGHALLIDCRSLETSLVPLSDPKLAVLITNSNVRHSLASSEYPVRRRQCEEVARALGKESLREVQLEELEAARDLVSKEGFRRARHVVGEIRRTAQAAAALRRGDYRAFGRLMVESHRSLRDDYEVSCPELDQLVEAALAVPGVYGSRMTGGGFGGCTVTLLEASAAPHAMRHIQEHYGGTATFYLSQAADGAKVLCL
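GALK at 5 nM final was combined with compound, 35 uM ATP and 100 uM galactose in HEPES pH8.0 with MgCl2 and DTT. The reaction ran one hour at room temperature before luminescent ATP detection.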
* hit, by the source's call; ? = inconclusive; / = not tested or not shown; & = joins results of further samples. Unless noted, calls follow the shape of the dose curve; as a rule, active = well fitted curve in the direction sought with a large enough effect; inconclusive = small, poorly fitted or top-dose-only effect, or another doubt; inactive = no such curve, though single readings can be large; an effect the other way counts as inactive or inconclusive. Unless noted, % is scaled to controls: 0 for no effect and ±100 for the full control effect.

SMILES	uPA generation	Eya2 phos inh	KCNH2 WT inh	FBPA coupling cs	PKM2 activator	BCR signal inh	B2AR arrestin	KCNH2 3.1 block	USP2a block	Giardia kill	GALK inhibitor
COc1cc(/C=N/Nc2nnc3c(n2)[nH]c2ccccc23)ccc1O	-2.3%	-6.2%	-2.5	-0.2	?	0.6%	-0.6%	2.5	5.1%	-1.0	-2.0%
COc1ccccc1C1CC(=O)Nc2cc(C)c(C)cc21 (configuration not stated)	-4.9%	12.7%	-5.6	-5.0	0.4%	?	-1.7%	5.8	-0.1%	-1.4	-2.2%
COc1ccccc1C(=O)NC(=O)COC(=O)Cc1n[nH]c(=O)c2ccccc12	-3.4%	-23.6%	1.2	/	/	-0.3%	-0.4%	9.8	0.1%	18.6	/
CC(=O)Nc1ccc(S(=O)(=O)Nc2cccc(-c3ccc4nncn4n3)c2)cc1	2.0%	12.7%	-20.0	2.5	-5.4%	-17.7%	0.0%	-0.5	2.4%	-18.5	7.1%
Cc1nc2cc(-c3ccccc3)nn2c(C)c1CCC(=O)N1CCN(c2ccccc2)CC1	2.5%	-3.6%	14.3	-0.9	-4.0%	?	-0.9%	-17.0	-4.0%	2.9	1.8%
CCOCCCNC(=O)C1CCC(CNS(=O)(=O)c2cccc3nsnc23)CC1 (configuration not stated)	/	10.4%	-24.7	-1.5	4.2%	9.7%	-0.4%	6.4	5.9%	1.2	-1.1%
COC(=O)CN1C(=O)C(C)(C)Oc2ccc(C(=O)Nc3cccc(OC)c3)cc21	5.8%	-1.5%	-3.9	1.2	/	1.7%	0.4%	-7.1	-0.6%	10.9	13.2%
O=C(c1ccco1)N1CCN(c2c([N+](=O)[O-])nn(-c3cccc(Cl)c3)[n+]2[O-])CC1	-23.2%	4.7%	7.5	-5.0	-2.6%	-1.6%	0.0%	4.2	-2.0%	-86.6*	0.4%
Cn1cc(/C=C/C(=O)c2ccccc2)c2ccccc21	-2.9%	-3.2%	-0.9	-9.1	6.1%	?	-0.3%	-6.2	11.3%	-2.2	4.6%
CN1CCN(CC(=O)NN(Cc2ccccc2)c2ccccc2)CC1	-0.8%	-5.6%	14.7	0.7	1.5%	0.6%	2.8%	-3.1	-5.8%	-4.9	/
OC(CNCc1ccccn1)c1ccccc1 (configuration not stated)	-2.9%	3.5%	2.0	-0.7	-15.4%	-1.6%	0.0%	12.0	-1.4%	-10.3	0.6%
CN1/C(=C\C(=O)CSc2cccc[n+]2[O-])C(C)(C)c2ccccc21	-7.8%	-3.2%	-4.0	4.2	/	?	4.1%	-1.7	0.9%	3.5	0.6%
COc1ccc2nc(C(C)O)[nH]c2c1 (configuration not stated)	/	-1.6%	-10.9	-1.3	-17.3%	-12.5%	0.7%	-21.0	2.9%	-6.6	0.6%
CCOC(=O)c1ccc(NC(=O)Nc2ncccc2C)cc1	-2.0%	11.9%	6.0	0.5	-11.8%	0.8%	0.2%	?	-1.8%	-11.2	-2.1%
Cn1c(SCC(=O)Nc2nccs2)nnc1C12CC3CC(CC(C3)C1)C2	/	-6.5%	1.1	6.4	-1.7%	23.0%	0.4%	6.9	0.0%	1.8	0.5%
O=C(Cc1ccc(Cl)cc1)NCC(=O)N1CCCC1	4.4%	-15.3%	-5.7	-0.2	0.0%	?	-0.4%	-10.7	8.6%	12.8	1.5%
O=C(CCNS(=O)(=O)/C=C/c1ccccc1)NCCc1c[nH]c2ccccc12	-1.7%	9.8%	-0.1	-3.2	1.2%	?	-0.5%	16.8	-0.3%	-0.6	0.1%
CCCCn1c(O)c(N=NC(=O)c2ccccc2NS(=O)(=O)c2cccs2)c2ccccc21	5.4%	-4.5%	-9.7	8.2	1.7%	5.1%	-0.4%	-5.4	2.2%	11.9	0.4%
O=C(NCC(=O)N(CCN1CCOCC1)C(C(=O)NC1CCCC1)c1cccnc1)c1cccs1 (configuration not stated)	2.2%	3.4%	-1.3	0.2	2.2%	0.9%	-1.8%	1.0	2.8%	1.2	/
O=C(NC(=S)Nc1ccccc1)c1ccc(-c2ccccc2)cc1	-0.3%	-8.2%	8.0	0.8	0.0%	-1.6%	-0.4%	4.1	-2.5%	-11.7	1.1%
O=S(=O)(c1ccc(Br)cc1)N1CCCC1	2.0%	-1.7%	-3.1	-1.7	2.1%	2.5%	-0.3%	-9.1	0.9%	-8.1	-1.0%
CCN(CC)S(=O)(=O)c1ccc(NC(=O)CSc2nnc(-c3cccc(OC)c3)n2C)cc1	/	-5.4%	6.1	4.0	-0.2%	5.8%	-0.1%	1.6	-6.5%	-4.0	3.5%
CC1CCCCC1NC(=O)COC(=O)c1cc(=O)[nH]c2ccccc12 (configuration not stated)	2.9%	5.6%	27.0	/	/	2.2%	-0.7%	-1.2	2.1%	-0.7	/
COc1cc(C(=O)Nc2cc(C)c(OCC(=O)N3CCOCC3)c(C)c2)cc(OC)c1OC	-3.4%	-11.5%	3.2	0.8	7.4%	?	0.2%	12.8	2.0%	-8.3	10.7%
Cc1cc(C)n(C(C[N+](=O)[O-])c2ccc(Cl)cc2)n1 (configuration not stated)	-0.7%	9.1%	2.5	5.8	-1.5%	?	0.1%	-3.8	-6.1%	7.9	-4.9%

The listing continues:
SMILES	uPA generation	Eya2 phos inh	KCNH2 WT inh	FBPA coupling cs	PKM2 activator	BCR signal inh	B2AR arrestin	KCNH2 3.1 block	USP2a block	Giardia kill	GALK inhibitor
CCn1c2ccccc2c2cc(CNCCCN3CCOCC3)ccc21	?	-12.8%	-4.9	0.5	-5.9%	-11.3%	-4.5%	5.4	-4.8%	0.7	-1.3%
Cc1ccc(CN2CCC(Oc3cccc(C(=O)N(C)CCN(C)C)c3)CC2)cc1C	0.6%	-11.1%	-9.1	-1.5	0.2%	-6.7%	-0.7%	-0.8	0.3%	5.5	4.5%
COc1ccc(/C=C/C(=O)NC(=S)N2CCCCC2)cc1OC	1.0%	-5.5%	2.8	0.1	4.5%	-5.3%	0.0%	-17.3	2.1%	-13.5	6.3%
Cc1c(NC(=S)N/N=C/c2cccc(O)c2)c(=O)n(-c2ccccc2)n1C	-2.1%	8.8%	0.6	2.0	6.7%	-12.3%	-0.4%	-13.8	4.2%	14.5	-1.7%
Cc1ccc(S(=O)(=O)N2CCCC(C(=O)NC3CC3)C2)cc1 (configuration not stated)	-5.2%	13.8%	4.6	2.2	-13.3%	-3.3%	-0.2%	14.4	2.8%	-2.7	-1.0%
CC(/C=N\NC(=O)Cn1c(C)nc2ccccc21)=C\c1ccccc1	0.2%	4.5%	6.9	0.2	0.2%	0.9%	0.2%	9.2	-0.5%	14.2	-0.5%
CCCNC(=O)c1ccc2c(=O)c(O)c(-c3ccc(C)cc3)[nH]c2c1	?	1.5%	-0.5	-2.6	-7.5%	0.4%	-0.4%	8.7	8.1%	2.8	-1.4%
NC(=O)COc1ncn(-c2ccccc2)n1	5.6%	-6.1%	-3.7	4.1	-4.8%	16.4%	-1.0%	-8.1	-0.5%	-4.4	0.0%
CCCNC(=O)C(Cc1ccc(Br)cc1)NC(=O)c1ccc(C#N)cc1 (configuration not stated)	16.1%	-27.2%	10.9	/	/	-2.7%	0.2%	-1.5	1.5%	-1.7	/
COc1ccc(C(=O)c2c(N)sc3c2CCN(C(=O)OC(C)(C)C)C3)cc1	6.9%	-1.1%	8.8	-7.0	13.7%	-4.3%	-1.1%	-16.7	7.0%	-8.4	5.4%
COCCn1c(SCC(=O)Nc2ccc(Cl)cn2)nc2ccccc21	/	2.9%	1.1	-0.8	-1.8%	-7.3%	0.1%	-10.4	5.1%	-26.3	1.6%
C#CCOCCOCCOCCNc1nc(N2CCOCC2)nc(N2CCN(C(=O)[C@H](C)n3cc(CCCN=C(N)N)nn3)CC2)n1	8.0%	6.7%	4.8	-2.3	-1.2%	2.0%	-0.4%	14.2	0.7%	-13.6	/
CC(=O)Nc1ccc(S(=O)(=O)N2CCC(C(=O)NCc3ccco3)CC2)cc1	4.1%	0.0%	2.7	/	/	3.2%	0.0%	0.6	5.4%	-3.7	-2.3%
C=CCCN(C(CC(C)C)C(=O)OC)S(=O)(=O)c1cc(Br)ccc1Br (configuration not stated)	2.9%	-9.5%	2.2	0.5&-0.9	-5.7%	8.7%	-0.4%	-7.4	-1.4%	-28.0&41.7	1.3%
